# Screening results as filed in PubChem BioAssay.
# LMPTP block: LMPTP phosphatase inhibitors, primary screen, biochemical, fluorescence intensity, uHTS; Low molecular weight phosphotyrosine protein phosphatase (Homo sapiens), P24666; recombinant LMPTP-A, OMFP fluorogenic substrate; inhibition, % at 20 µM; 360,000 tested, 0.22% active;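 active = compounds that cut the enzyme signal by at least half of the control window in the single-dose screen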;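 note: plate controls were DMSO wells with enzyme plus substrate for no effect and substrate without enzyme for full effect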
#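 Test system – LMPTP-A phosphatase enzyme · Quantity – 0.625 nM LMPTP-A final · Reagent – OMFP substrate, 400 µM final · Dosing – one test concentration per compound, 20 µM, with 3% DMSO overall · Timing – 50 min enzyme reaction at room temperature, protected from light · Detection – fluorescence intensity · Controls – substrate-only low control, DMSO enzyme-plus-substrate high control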
# Tb MetRS inh: T. brucei MetRS inhibitors, primary screen, biochemical, luminescence; purified T. brucei MetRS, ATP depletion, Kinase-Glo luminescence; inhibition, % at 11.9 µM; methionyl-tRNA synthetase (Trypanosoma brucei brucei); 360,000 tested, 0.4% active;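 active = inhibition above a per-plate cutoff of the control wells' mean inhibition plus 3 SD, cut at about 5.5% in these data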;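 note: 0% = DMSO wells median and 100% = median of wells with control inhibitor compound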
#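 Dosing: 11.9 µM compound single dose, 0.9% DMSO; Assay system: purified T. brucei MetRS enzyme; Measured by: Kinase-Glo luciferase luminescence reporting remaining unconsumed ATP; Schedule: 15 min plus 2 h at 25 °C.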
# MsrA inhibitor: bovine MsrA enzyme inhibitors, primary screen, biochemical, absorbance, HTS; Methionine sulfoxide reductase A (Bos taurus); purified bovine MsrA, absorbance read-out; inhibition, % at 15.5 µM; 360,000 tested, 0.75% active; AID 651718, 2012; in the data active = inhibition above about 4.5%;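 note: 0% = vehicle wells with enzyme and 100% = reference inhibitor wells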
# STEP block: STEP phosphatase inhibitors, primary screen, biochemical, fluorescence intensity, uHTS. recombinant STEP, OMFP fluorogenic substrate. inhibition, % at 20 µM. 360,000 tested, 0.25% active. AID 588621, 2011;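 active = inhibition at 20 µM, scaled per plate between control wells, above about 37%, limit read from the data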;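 note: 0% = DMSO with enzyme and substrate and 100% = substrate only without enzyme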
# Target sequence (P54829 whole entry, looked up): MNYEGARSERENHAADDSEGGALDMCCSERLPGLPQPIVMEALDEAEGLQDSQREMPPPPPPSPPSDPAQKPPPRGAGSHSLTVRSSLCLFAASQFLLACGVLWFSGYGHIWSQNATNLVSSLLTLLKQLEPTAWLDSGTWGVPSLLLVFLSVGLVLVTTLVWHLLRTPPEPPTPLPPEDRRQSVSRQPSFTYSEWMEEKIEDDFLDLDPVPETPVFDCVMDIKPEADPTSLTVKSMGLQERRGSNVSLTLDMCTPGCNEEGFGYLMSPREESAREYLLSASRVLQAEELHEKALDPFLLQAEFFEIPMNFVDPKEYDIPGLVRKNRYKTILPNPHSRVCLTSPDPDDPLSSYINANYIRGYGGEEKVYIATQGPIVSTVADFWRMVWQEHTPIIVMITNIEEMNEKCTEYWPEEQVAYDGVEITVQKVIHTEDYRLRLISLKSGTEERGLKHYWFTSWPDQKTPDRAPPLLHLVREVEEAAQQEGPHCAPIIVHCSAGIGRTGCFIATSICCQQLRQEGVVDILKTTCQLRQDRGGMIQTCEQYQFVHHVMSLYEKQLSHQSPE
#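 System: STEP phosphatase, cell-free reaction; Buffer or medium: Bis-Tris pH 6.0 buffer with DTT, detergent; Incubation: 20 min at room temperature, dark; Measured by: fluorescence, 480/540 nm.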
# CSN inh: inhibitors of CSN-mediated cullin deneddylation, primary screen, biochemical, fluorescence polarization, uHTS; COP9 signalosome complex subunit 5 (Homo sapiens), Q92905; Purified CSN, SCF-Nedd8-OG deneddylation; inhibition, % at 12.5 µM; 360,000 tested, 0.38% active; AID 651999, 2013;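 active = pattern-corrected inhibition above about 35%, with an unprinted fluorescence ratio check between 0.5 and 1.5, limit read from the data, passing the limit was not always enough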;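 note: 0% = enzyme with substrate and 100% = substrate without enzyme; some results filed as inactive read as strong as hits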
# Target sequence (Q92905 whole entry, looked up, one chain of several): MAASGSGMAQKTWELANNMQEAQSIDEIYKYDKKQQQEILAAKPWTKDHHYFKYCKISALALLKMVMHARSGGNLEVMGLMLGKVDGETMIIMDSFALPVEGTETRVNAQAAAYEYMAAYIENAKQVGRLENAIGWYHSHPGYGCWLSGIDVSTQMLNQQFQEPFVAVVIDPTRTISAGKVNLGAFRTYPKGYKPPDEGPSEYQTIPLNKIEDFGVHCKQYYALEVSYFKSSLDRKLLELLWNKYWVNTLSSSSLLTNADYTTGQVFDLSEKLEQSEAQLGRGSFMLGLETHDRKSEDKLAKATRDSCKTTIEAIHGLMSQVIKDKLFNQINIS
#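 Assay system: purified human Csn5 enzyme expressed in HEK293T cells; measure: % inhibition; also added: SCFSkp2-Nedd8OG substrate at 10 nM final; technique: fluorescence polarization; times: reaction 90 min, room temperature; medium: Tris buffer pH 7.5, NaCl, DTT, Tween-20, trehalose, ovalbumin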
# SUMO1-SIM PPI: modulators of SUMO1 protein-protein interactions, primary screen, biochemical, uHTS; Small ubiquitin-related modifier 1 (Homo sapiens), P63165; SUMO1 binding to a labelled peptide, TR-FRET, 1 h; inhibition, % at 20 µM; 360,000 tested, 0.33% active; AID 602429, 2012; in the data active = inhibition above about 37%
# DNMT1 block: human DNMT1 methyltransferase inhibitors, primary screen, biochemical, molecular beacon, fluorescence, HinP1I cleavage, uHTS | inhibition (reported as % activation of signal), % at 10 µM | DNA (cytosine-5)-methyltransferase 1 (Homo sapiens), P26358 | 360,000 tested, 0.83% active | AID 588458, 2011; in the data active = inhibition above about 50%
# Scp-1 inhibitor: Scp-1 phosphatase inhibitors, primary screen, biochemical, colorimetric, uHTS; 340,000 tested, 0.88% active; Carboxy-terminal domain RNA polymerase II polypeptide A small phosphatase 1 (Homo …; AID 493091, 2011; inhibition, % at 20 µM; Recombinant Scp1, phosphopeptide, malachite green phosphate absorbance;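 active = inhibition above about 50% at 20 µM, limit read from the data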;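 note: plate controls were DMSO wells with enzyme for no effect and wells lacking enzyme for full effect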
# Target sequence (Q9GZU7 76-261 limits assumed): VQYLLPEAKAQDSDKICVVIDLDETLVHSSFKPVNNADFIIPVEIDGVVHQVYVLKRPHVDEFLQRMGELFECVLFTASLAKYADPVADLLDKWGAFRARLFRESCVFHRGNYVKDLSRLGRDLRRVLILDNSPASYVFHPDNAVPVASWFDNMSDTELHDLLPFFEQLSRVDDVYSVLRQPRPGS
#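 Material: truncated SCP-1 phosphatase (76-261aa) / Buffer or medium: 50 mM Tris acetate pH 5.5, 0.005% Tween-20, 10 mM MgCl2 / Compound dosing: one concentration, 20 µM, with 1.0% DMSO / Incubation: 45 min room-temperature reaction, 5 min colour, 30 min stabiliser / Detection: colorimetric free-phosphate detection, absorbance 630 nm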
# Rpn11 block: Rpn11 (PSMD14) deubiquitinase inhibitors, primary screen, biochemical, fluorescence polarization, uHTS; 360,000 tested, 0.59% active; calls only at 20 µM; AID 588493, 2011; 26S proteasome non-ATPase regulatory subunit 14 (Homo sapiens), O00487; human 26S proteasome, Ub4-pepOG fluorescence polarization; 20S core pre-blocked with epoxomicin;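 active = inhibition at 20 µM, scaled to each plate's controls, above about 33%, limit read from the data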
# NadD block: inhibitors of S. aureus NadD, primary screen, biochemical, colorimetric, uHTS. 360,000 tested, 0.78% active. inhibition, % at 20 µM. AID 602399, 2012. purified NadD enzyme, colorimetric absorbance read-out. Nicotinate-nucleotide adenylyltransferase NadD (Staphylococcus aureus N315); in the data active = inhibition above about 26%; note: some compounds past the cut are filed as inactive
# * marks the source's active call; other numbers are inactive results; i = inactive; . = no result given.
nr	structure	LMPTP block	Tb MetRS inh	MsrA inhibitor	STEP block	CSN inh	SUMO1-SIM PPI	DNMT1 block	Scp-1 inhibitor	Rpn11 block	NadD block
1	Cc1ccc(S(=O)(=O)CC2CSc3nnc(C)c(=O)n32)cc1 (configuration not stated)	-1.0	-0.9	0.0	2	1	1	-2	-3	.	1
2	O=C(c1ccc(Cl)nc1)N1CCc2ccccc2C1	-2.1	-0.4	-0.3	8	-3	-2	1	1	i	8
3	CCCN(CC1CC1)C(=S)NC(=O)c1ccccc1Br	-0.5	0.0	0.7	4	-7	2	3	-6	i	2
4	O=C(CNC(=O)c1ccc(Cl)cc1)OCN1C(=O)c2ccccc2C1=O	-1.5	-0.2	0.7	-2	5	-7	0	5	i	-1
5	CCC[C@@H](CN1CCC[C@H]1CN1C(N)=NC[C@H]1C(C)C)N1C[C@@H](Cc2ccccc2)N(CCCC2CCCC2)C1=N	6.4	-0.9	0.0	-5	4	-27	4	8	i	1
6	O=C(Cn1ncc(Cl)c(Cl)c1=O)N1CCN(S(=O)(=O)c2ccc3ccccc3c2)CC1	1.8	0.6	-0.5	4	5	-8	17	-1	i	17
7	COc1ccc(OC(=O)C2CC(=O)N(c3ccc(C)cc3)C2)cc1 (configuration not stated)	-0.1	-0.5	-0.6	0	4	-3	2	-7	i	-2
8	CCNC(=O)COC(=O)c1ccc(-c2nc3ccccc3s2)s1	0.1	-1.3	0.6	-3	-1	-19	3	7	i	1
9	O=C(CN1C(=O)CCSc2ccccc21)Nc1ccc2c(c1)OCO2	0.3	0.2	-0.6	-4	7	4	3	-1	i	0
10	O=C1C=C(c2cc(F)ccc2F)C[C@@H](c2ccc(F)cc2)C1	-0.2	-0.3	-0.4	1	-4	-5	4	-8	i	-9
11	Cc1ccc(OCCn2cnc3c(N)ncnc32)cc1	-1.4	-0.6	-1.4	0	-5	0	3	2	i	0
12	CC1CCN(C(=O)Cn2nnc(-c3ccc(N)cc3)n2)CC1	-1.7	-0.4	-0.4	-2	2	0	-1	2	i	-6
13	O=C(NC1CCN(Cc2ccccc2)CC1)C1COc2ccccc2O1 (configuration not stated)	-0.3	0.1	-0.8	-8	-4	-3	1	-2	i	-4
14	O=C(CCN1C(=O)c2ccccc2C1=O)Oc1ccc2ccccc2c1	1.3	-1.0	-1.6	0	-4	-2	0	0	i	4
15	Cc1nccn1-c1ccc(C(F)(F)F)cc1NC=O	-1.9	-0.2	-0.2	0	-3	2	0	3	i	-1
16	CN(C)c1ccc(C(CC(=O)c2ccccc2)C2CCCCC2=O)cc1 (configuration not stated)	-0.7	0.2	-0.5	-1	-1	1	1	-5	i	1
17	Cc1cc(Cl)ccc1OCc1nc(-c2ccc(O)cc2)n[nH]1	1.4	3.2	1.7	2	-2	1	-5	-10	i	-5
18	COc1cccc(C(=O)NCc2cccnc2)c1	-1.1	0.0	0.9	0	9	8	3	-3	i	-1
19	CCC(C)(C(=O)NC1CCCC1)N(C(=O)CC1NC(=O)NC1=O)c1ccc(C)cc1 (configuration not stated)	-1.8	0.0	-0.1	-1	-1	0	0	-10	i	2
20	Cc1c(C(=O)NCCc2ccc3c(c2)OCCO3)oc2ccccc12	1.6	0.2	0.9	6	-1	3	-2	-8	i	-4
21	Cc1[nH]c2ccccc2c1/C=C/c1nc2ccccc2c(=O)n1CCO	4.0	0.2	2.3	1	3	-10	-3	-4	i	4
22	O=C(Cc1ccccc1)Nc1cccc(S(=O)(=O)N2CCCCCC2)c1	0.5	0.1	-1.5	2	-1	0	7	-10	i	-5
23	COc1ccc(C)cc1NC(=O)CSc1nnc(-c2ccc(OC)c(OC)c2)n1N	-0.8	-0.2	-0.3	-4	-2	1	-6	-4	i	-5
24	O=C(OCC(=O)N1CCN(c2cccc(Cl)c2)CC1)c1ccco1	-0.3	-0.3	-0.2	-2	3	1	1	-3	i	-2
25	O=[N+]([O-])c1cc(/C=N\O)ccc1Oc1ccc(F)cc1	0.6	-0.5	0.1	-1	4	-18	-5	-12	i	-9

# Nothing new here: nine of the compounds above.
nr	structure	LMPTP block	Tb MetRS inh	MsrA inhibitor	STEP block	CSN inh	SUMO1-SIM PPI	DNMT1 block	Scp-1 inhibitor	Rpn11 block	NadD block
1	Cc1ccc(S(=O)(=O)CC2CSc3nnc(C)c(=O)n32)cc1 (configuration not stated)	-1.0	-0.9	0.0	2	1	1	-2	-3	.	1
2	O=C(c1ccc(Cl)nc1)N1CCc2ccccc2C1	-2.1	-0.4	-0.3	8	-3	-2	1	1	i	8
3	CCCN(CC1CC1)C(=S)NC(=O)c1ccccc1Br	-0.5	0.0	0.7	4	-7	2	3	-6	i	2
4	O=C(CNC(=O)c1ccc(Cl)cc1)OCN1C(=O)c2ccccc2C1=O	-1.5	-0.2	0.7	-2	5	-7	0	5	i	-1
5	CCC[C@@H](CN1CCC[C@H]1CN1C(N)=NC[C@H]1C(C)C)N1C[C@@H](Cc2ccccc2)N(CCCC2CCCC2)C1=N	6.4	-0.9	0.0	-5	4	-27	4	8	i	1
6	O=C(Cn1ncc(Cl)c(Cl)c1=O)N1CCN(S(=O)(=O)c2ccc3ccccc3c2)CC1	1.8	0.6	-0.5	4	5	-8	17	-1	i	17
7	COc1ccc(OC(=O)C2CC(=O)N(c3ccc(C)cc3)C2)cc1 (configuration not stated)	-0.1	-0.5	-0.6	0	4	-3	2	-7	i	-2
8	CCNC(=O)COC(=O)c1ccc(-c2nc3ccccc3s2)s1	0.1	-1.3	0.6	-3	-1	-19	3	7	i	1
9	O=C(CN1C(=O)CCSc2ccccc21)Nc1ccc2c(c1)OCO2	0.3	0.2	-0.6	-4	7	4	3	-1	i	0

# (further entries)
nr	structure	LMPTP block	Tb MetRS inh	MsrA inhibitor	STEP block	CSN inh	SUMO1-SIM PPI	DNMT1 block	Scp-1 inhibitor	Rpn11 block	NadD block
26	CCc1nnc(SCc2ccc(OC)c(Br)c2)n1N	0.2	-1.4	1.3	2	0	-1	-1	-5	i	6
27	CSc1cccc(NC(=O)C2CCCN(S(=O)(=O)c3cccs3)C2)c1 (configuration not stated)	3.0	0.0	-0.1	0	-1	1	-5	-9	i	-3
28	Cc1cc2oc(=O)cc(CN3CCCCCCC3)c2cc1Cl	2.4	0.2	0.3	-1	1	-9	5	.	i	-1
29	Cc1cc(Nc2cccc(F)c2)nc(NCc2ccccc2)n1	14	1.6	-0.1	6	-5	6	-1	-2	i	-5
30	CCOC(=O)C1(Cc2cccc(OC)c2)CCCN(Cc2ccc(NC(C)=O)cc2)C1 (configuration not stated)	0.4	-0.3	0.3	0	-2	1	6	-1	i	0
31	CCC(C)(C)NC(=O)C(c1ccc(OC)cc1)N(C(=O)CCC(=O)Nc1cc(C)on1)c1ccc(F)cc1 (configuration not stated)	2.6	-0.2	0.0	0	0	4	0	-5	i	-1
32	CC(C)c1nnc(NC(=O)COc2ccccc2[N+](=O)[O-])s1	-1.6	0.1	1.2	2	-8	-17	4	-4	i	-7
33	COCCN(CC(=O)Nc1cccc(C)c1C)C(=O)c1oc2ccccc2c1C	-2.6	-0.6	-0.3	-1	-1	0	-4	-6	i	-1
34	CCO[C@H]1OC(C(=O)N2CCN(Cc3ccc4c(c3)OCO4)CC2)=C[C@@H](c2ccccc2)[C@@H]1CCCO	-0.5	-0.1	-0.5	-1	-7	7	0	-4	i	-5
35	CCCCn1nnnc1NCc1ccc(N2CCCC2)cc1	18	-1.6	1.2	-1	7	-4	70*	1	i	15
36	CN(C)CCCN(C(=O)CCc1ccccc1)c1nc2ccc(Br)cc2s1	-3.2	-0.4	-0.6	5	-4	-50	6	9	i	-2
37	COc1ccc(N2C(=O)C(=O)/C(=C(/O)c3ccc(C)cc3)C2c2cccnc2)cc1 (configuration not stated)	-2.9	-0.3	1.3	7	2	-6	2	1	i	6
38	CON(C)C(=O)c1ccccc1N(C)C(=O)OC(C)(C)C	-2.7	-0.2	-1.4	2	-4	3	8	-3	i	0
39	CN(Cc1nccn1C)C(=O)C1CCC(=O)N(CCc2ccc(Cl)cc2)C1 (configuration not stated)	0.6	-0.1	0.1	4	-1	0	0	-8	i	-2
40	COc1ccc(C)cc1NC(=O)Cc1csc(NC(=O)Nc2ccccc2OC)n1	1.6	0.0	0.3	-2	1	-1	-13	.	i	3
41	COc1ccc(/C=C/C(=O)OCC(=O)c2c(N)n(C)c(=O)n(C)c2=O)cc1	0.5	0.3	1.5	-2	-16	2	-2	-9	i	-3
42	NS(=O)(=O)c1cccc(NC(=O)COC(=O)Cc2ccc(Cl)cc2)c1	0.5	-0.3	0.5	0	3	1	-2	-4	i	-9
43	CSCC[C@H](NC(=O)Cc1ccc(Cl)cc1)C(=O)N1CCC2(CC1)NCCc1[nH]cnc12	-3.2	-0.6	-1.0	-1	-1	-1	1	-4	i	-7
44	CC(=O)Nc1ccc(C(=O)N2CCCCC2c2cc(C(=O)N3CCOCC3)no2)cc1 (configuration not stated)	-1.1	-0.2	0.4	-4	-3	1	3	.	i	4
45	CCN(CC)c1ccc(C(NC(=O)C(C)C)c2ccc3cccnc3c2O)cc1 (configuration not stated)	0.8	-0.4	1.0	1	1	-9	-7	.	i	17
46	COc1cc(/C=C2\SC(=O)NC2=O)ccc1OCC(=O)N1CCOCC1	-6.1	0.2	4.4	3	-2	-7	2	-21	i	-7
47	CS(=O)(=O)N1CCc2ccccc2C1	-0.1	0.0	0.5	-4	-5	-1	0	-10	i	-2

# Random draw from the library; any-hit rate near 3.9%.
